Screening results deposited in PubChem by Broad Institute.
ERp5 inh – blocks human ERp5 reductase activity on insulin; Q15084; ERp5 insulin aggregation, absorbance 650 nm, 90 min; inhibition, % at 9.99 µM; 0.05% of 350,000 active; AID 651711;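 active means mean replicate inhibition above about 25%, with every replicate also reaching it, limit read from the data, passing the limit was not always enough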
Target sequence (Q15084 whole entry, looked up): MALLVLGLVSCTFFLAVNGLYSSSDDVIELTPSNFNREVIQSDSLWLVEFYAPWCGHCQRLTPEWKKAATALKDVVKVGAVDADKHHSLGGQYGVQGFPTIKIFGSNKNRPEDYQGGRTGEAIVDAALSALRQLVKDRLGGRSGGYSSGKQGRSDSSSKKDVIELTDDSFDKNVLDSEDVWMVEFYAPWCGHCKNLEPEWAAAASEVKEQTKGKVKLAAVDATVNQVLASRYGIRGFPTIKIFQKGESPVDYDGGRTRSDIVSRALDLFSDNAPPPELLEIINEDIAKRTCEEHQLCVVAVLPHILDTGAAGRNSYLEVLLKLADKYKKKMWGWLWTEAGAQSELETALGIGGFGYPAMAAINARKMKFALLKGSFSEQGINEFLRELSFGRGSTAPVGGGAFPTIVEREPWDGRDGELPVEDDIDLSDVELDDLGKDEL
esBAF inh – inhibitors of esBAF chromatin remodeling in mouse ES cells. reporter increase, % at 12.5 µM. Bmi1-luciferase knock-in reporter, 24 h; 100% = twice the neutral-well signal. 2% of 350,000 active. AID 602393; in the data active means activation above about 40%;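 further: 0% = median of the plate's neutral control wells and 100% = double that signal; a rise in the Bmi1 reporter signal indicates esBAF inhibition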
RAD52 inh – blocks human RAD52 DNA annealing | inhibition, % at 18.7 µM | AID 651710 | recombinant RAD52 DNA annealing, FRET fluorescence | 0.46% of 360,000 active;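 active means every replicate showing at least 50% inhibition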
Target sequence (P43351 whole entry, looked up): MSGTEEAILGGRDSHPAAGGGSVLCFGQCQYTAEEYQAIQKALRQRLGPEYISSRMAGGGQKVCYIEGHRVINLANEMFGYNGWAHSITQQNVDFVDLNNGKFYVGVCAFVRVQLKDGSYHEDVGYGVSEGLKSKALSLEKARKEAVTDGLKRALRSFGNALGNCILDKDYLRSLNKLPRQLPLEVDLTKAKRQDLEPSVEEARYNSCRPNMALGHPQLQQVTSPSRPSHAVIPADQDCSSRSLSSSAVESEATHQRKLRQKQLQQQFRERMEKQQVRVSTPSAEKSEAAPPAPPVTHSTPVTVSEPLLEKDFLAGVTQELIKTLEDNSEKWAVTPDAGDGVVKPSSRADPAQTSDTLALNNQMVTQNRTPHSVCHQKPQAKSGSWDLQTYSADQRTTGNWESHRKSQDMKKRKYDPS
PglD DTNB – inhibitors of Campylobacter jejuni PglD acetyltransferase. inhibition, % at 12.5 µM. purified PglD enzyme, DTNB colorimetric CoA detection. 0.098% of 360,000 active. AID 602405; in the data active means inhibition above about 16%, passing the limit was not always enough; further: strong numbers were not always called active
RAD54 branch – blocks human RAD54 Holliday junction branch migration | FAM/BHQ fluorescence | inhibition, % at 10.4 µM | 0.14% of 360,000 active;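 active means mean normalized replicate activity at least 40 and at least half of replicates scoring 40 or more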;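 further: 0% = median of neutral control wells and 100% = median of positive control wells; inhibitors cause a drop in the FAM fluorescence signal; in these data hits start at about 50%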
ARNT TACC3 PPI – disrupts binding between human ARNT and TACC3. AID 623870. Q9Y6A5. 0.66% of 390,000 active. inhibition, % at 9.99 µM. AlphaScreen His-ARNT PAS-B/GST-TACC3 binding, luminescence; TACC3 fragment carries E629A point mutation;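 active means mean inhibition of replicates at least 50% and at least half of replicates each reaching 50%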;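 further: 0% = complete ARNT plus TACC3 wells and 100% = ARNT alone without TACC3; many hits fall short of the cut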
CASP6 VEID inh – blocks human caspase-6 cleavage activity | AID 686996 | inhibition, % at 12.5 µM | purified caspase-6, Z-VEID-R110 cleavage fluorescence | P55212 | 0.53% of 350,000 active;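 active means mean inhibition across replicates at least about 35%, with every replicate also reaching that limit, limit read from the data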;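 further: 0% = median of neutral control wells and 100% = no fluorescence left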
E-sel inducer – induces E-selectin expression in human endothelial cells | activation, % at 7.58 µM | P16581 | AID 686992 | 0.37% of 260,000 active | HUVEC E-selectin immunofluorescence imaging; normalized: neutral wells 0, TNF-alpha wells 100;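 active means mean E-selectin-positive cell signal at least 10% of the positive control, reached in at least 60% of replicates, without over 20% cell loss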;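 further: in these data hits start at about 27%; measured in HUVEC primary endothelial cells; signal is the percent of cells scored E-selectin positive by PE staining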
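material = human umbilical vein endothelial cells (HUVEC), E-selectin induction | quantity = 3,000 cells/well | medium = EGM-2 growth medium on 0.1% gelatin-coated wells | technique = immunofluorescence imaging | read-out basis = % PE-positive cells | control set = TNF-alpha positive control, DMSO neutral control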
Starred values were filed as active, the others as inactive.

How did Cc1cccc(-n2nnc(C(=O)NCc3ccccc3Cl)c2N)c1 do in these assays?
ERp5 inh: 0; esBAF inh: 0; RAD52 inh: -13; PglD DTNB: 3; RAD54 branch: 7; ARNT TACC3 PPI: -3; CASP6 VEID inh: -2; E-sel inducer: 0.0

How did CCN1CCN(C(=O)CS(=O)(=O)Cc2nc(-c3ccccc3C)oc2C)CC1 do in these assays?
ERp5 inh: -13; esBAF inh: 1; RAD52 inh: -10; PglD DTNB: -5; RAD54 branch: -5; ARNT TACC3 PPI: 5; CASP6 VEID inh: -3; E-sel inducer: -2.0

How did Cc1ccc(-c2nc3c4ccccc4ccn3c2Cc2cccc(F)c2)cc1 do in these assays?
ERp5 inh: 0; RAD52 inh: -110; CASP6 VEID inh: -3; E-sel inducer: -2.5

Results for O=C(COC(=O)/C=C/c1ccc(Cl)cc1Cl)NCc1ccco1 ?
ERp5 inh: -2; RAD52 inh: -5; ARNT TACC3 PPI: 5; CASP6 VEID inh: 8; E-sel inducer: -0.8

What do the screens show for `COC(=O)C1=C(C)N(Cc2ccc(Br)cc2)C(=S)NC1c1ccc(OC)cc1` (stereo unspecified)?
ERp5 inh: 4; RAD52 inh: -8; CASP6 VEID inh: -2; E-sel inducer: -0.3

Results for Cc1ccccc1NCCC(=O)Nc1ccc(Cl)cc1 ?
ERp5 inh: -1; esBAF inh: 4; RAD52 inh: -24; PglD DTNB: -1; RAD54 branch: 4; CASP6 VEID inh: -1

What do the screens show for `N#Cc1cccc(-c2ccc3c(c2)[C@@H]2[C@@H](CCN2Cc2ccncc2)[C@@H](CO)N3)c1`?
ERp5 inh: 0; esBAF inh: 14; RAD52 inh: -55; PglD DTNB: 0; RAD54 branch: 7; ARNT TACC3 PPI: 25*; CASP6 VEID inh: -2; E-sel inducer: 22

What do the screens show for `Cc1ccc(/C=N/NC(=O)CN2CCN(Cc3ccccc3)CC2)o1`?
ERp5 inh: 7; esBAF inh: -1; RAD52 inh: -11; ARNT TACC3 PPI: -1; CASP6 VEID inh: 1; E-sel inducer: 2.4

What do the screens show for `CCCN(C)C[C@@H]1OCCCC[C@@H](C)Oc2ccc(NC(=O)CCCCCC(=O)Nc3ccccc3N)cc2C(=O)N([C@H](C)CO)C[C@@H]1C`?
ERp5 inh: 11; RAD52 inh: -1; CASP6 VEID inh: -1; E-sel inducer: -0.1

How did COc1ccc(C(=O)c2c3ccccc3[n+]([O-])n2CCC(N)=O)cc1 do in these assays?
ERp5 inh: 7; esBAF inh: 47*; RAD52 inh: -14; PglD DTNB: -1; RAD54 branch: 8; CASP6 VEID inh: 0; E-sel inducer: -0.1

Results for Cc1ccc(OCc2nnc(SCc3cc(=O)[nH]c4ccccc34)n2-c2ccccc2)cc1 ?
ERp5 inh: -1; RAD52 inh: 13; ARNT TACC3 PPI: -1; CASP6 VEID inh: 5; E-sel inducer: -0.4

Results for Cc1cc2c(n1-c1ccc(Cl)cc1)CC(C)(C)CC2=O ?
esBAF inh: -3; PglD DTNB: 3; RAD54 branch: -1; ARNT TACC3 PPI: -2

What do the screens show for `COC(=O)c1ccc(CNC(=O)C(Cc2ccccc2)NC(=O)c2ccccc2)cc1` (stereo unspecified)?
ERp5 inh: -2; esBAF inh: 3; RAD52 inh: -3; PglD DTNB: 4; RAD54 branch: 12; CASP6 VEID inh: -2; E-sel inducer: 3.8

How did Cc1cc(NC(=O)c2sc3ccccc3c2O)no1 do in these assays?
ERp5 inh: 0; esBAF inh: 29; RAD52 inh: -5; PglD DTNB: 2; RAD54 branch: -5; ARNT TACC3 PPI: -10; CASP6 VEID inh: 2; E-sel inducer: 0.1

How did COCC(=O)Nc1ccc2c(c1)C(=O)N(C)[C@@H]1CC[C@@H](CC(=O)NCCc3ccncc3)O[C@@H]1CO2 do in these assays?
ERp5 inh: -2; esBAF inh: 3; RAD52 inh: -6; PglD DTNB: 0; RAD54 branch: -8; ARNT TACC3 PPI: -7; CASP6 VEID inh: 0; E-sel inducer: 0.0

Results for COC(=O)Cn1c(O)c(N=NC(=O)c2ccc3c(c2)OCO3)c2ccccc21 ?
ERp5 inh: -1; esBAF inh: 38; RAD52 inh: -10; ARNT TACC3 PPI: -3; CASP6 VEID inh: -2; E-sel inducer: 1.0

What do the screens show for `O=c1cc(CSc2nnc(-c3cccnc3)n2-c2ccccc2F)nc2sccn12`?
ERp5 inh: 0; esBAF inh: 10; RAD52 inh: -59; PglD DTNB: -2; RAD54 branch: -7; ARNT TACC3 PPI: -3; CASP6 VEID inh: 1

How did Cc1cc(C(=O)NNC(=O)CCCOc2ccccc2)c(C)o1 do in these assays?
ERp5 inh: -5; esBAF inh: 0; RAD52 inh: 1; PglD DTNB: -6; RAD54 branch: -7; ARNT TACC3 PPI: -1; CASP6 VEID inh: 3; E-sel inducer: 0.2

What do the screens show for `CNC[C@@H]1Oc2cc(C#Cc3cccc(OC)c3)ccc2S(=O)(=O)N([C@H](C)CO)C[C@H]1C`?
ERp5 inh: -6; esBAF inh: -2; RAD52 inh: -22; PglD DTNB: 2; RAD54 branch: -3; ARNT TACC3 PPI: 4; CASP6 VEID inh: -3; E-sel inducer: 0.0

Results for C[C@H](CO)N1C[C@H](C)[C@@H](CN(C)Cc2ccccc2)Oc2ccc(NC(=O)Nc3ccccc3)cc2C1=O ?
ERp5 inh: -3; esBAF inh: -2; RAD52 inh: -3; PglD DTNB: -1; RAD54 branch: 1; CASP6 VEID inh: 1; E-sel inducer: 0.0

How did Cc1oc(-c2ccc(Cl)cc2)cc1C(=O)/C(C#N)=C/Nc1ccccc1 do in these assays?
ERp5 inh: 2; RAD52 inh: -31; ARNT TACC3 PPI: 4; CASP6 VEID inh: -2

Results for O=C(COC(=O)c1ccc(Cl)nc1)NCc1cccs1 ?
ERp5 inh: 9; esBAF inh: -3; RAD52 inh: -8; PglD DTNB: 1; RAD54 branch: -6; ARNT TACC3 PPI: -4; CASP6 VEID inh: 2; E-sel inducer: -0.9

What do the screens show for `O=C(NCCCN1CCOCC1)C(=O)NCC1CCCO1` (stereo unspecified)?
esBAF inh: -4; PglD DTNB: -6; RAD54 branch: -8; ARNT TACC3 PPI: -8

How did COCC(=O)N(C)C[C@@H]1Oc2cc(-c3ccc(F)cc3)ccc2S(=O)(=O)N([C@@H](C)CO)C[C@H]1C do in these assays?
ERp5 inh: 8; esBAF inh: 0; RAD52 inh: -3; PglD DTNB: 14; RAD54 branch: -4; ARNT TACC3 PPI: -2; CASP6 VEID inh: 0; E-sel inducer: 5.6

Results for C[C@@H]1CN([C@@H](C)CO)C(=O)c2cc(NC(=O)NC3CCCCC3)ccc2O[C@H]1CN(C)C(=O)Nc1ccc(F)cc1 ?
ERp5 inh: -2; esBAF inh: 7; RAD52 inh: -7; PglD DTNB: 1; RAD54 branch: 6; ARNT TACC3 PPI: 2; CASP6 VEID inh: -2; E-sel inducer: -1.1

Results for CCOC(=O)Cn1c(=O)oc2cc(S(=O)(=O)Nc3ccc(F)cc3)ccc21 ?
ERp5 inh: 7; esBAF inh: -13; RAD52 inh: -17; PglD DTNB: -2; RAD54 branch: -10; ARNT TACC3 PPI: -4; CASP6 VEID inh: 1; E-sel inducer: 1.9

What do the screens show for `CC(=O)N(C)C[C@H]1Oc2cc(-c3ccccc3C)ccc2S(=O)(=O)N([C@@H](C)CO)C[C@H]1C`?
ERp5 inh: 3; esBAF inh: -2; RAD52 inh: 8; PglD DTNB: 0; RAD54 branch: 0; ARNT TACC3 PPI: -5; CASP6 VEID inh: 1; E-sel inducer: -0.1

Results for COCC(=O)N1[C@@H](CO)[C@@H](c2ccccc2)C12CN(C(=O)Cc1ccccn1)C2 ?
ERp5 inh: 2; RAD52 inh: -344; CASP6 VEID inh: -1; E-sel inducer: 0.3

Results for Cc1noc(C)c1NC(=O)N(C)C[C@@H]1Oc2ccc(NS(=O)(=O)c3ccc(F)cc3)cc2C(=O)N([C@H](C)CO)C[C@H]1C ?
ERp5 inh: -3; esBAF inh: -1; RAD52 inh: -16; PglD DTNB: 2; RAD54 branch: -1; ARNT TACC3 PPI: -9; CASP6 VEID inh: -2; E-sel inducer: -0.2

Results for Cc1cccnc1NC(=O)c1ccc(COc2ccccc2)o1 ?
ERp5 inh: 5; esBAF inh: 1; RAD52 inh: -18; PglD DTNB: 1; RAD54 branch: -2; ARNT TACC3 PPI: -8; CASP6 VEID inh: 0

What do the screens show for `CCc1ccccc1C1C(=O)c2ccccc2C1=O`?
ERp5 inh: 1; esBAF inh: 0; RAD52 inh: -13; PglD DTNB: 5; RAD54 branch: -12; ARNT TACC3 PPI: -13; CASP6 VEID inh: 1

What do the screens show for `Cc1ccccc1NC(=O)C1C(=O)Nc2ccccc2C(=O)N1Cc1ccccc1` (stereo unspecified)?
ERp5 inh: -5; RAD52 inh: -2; CASP6 VEID inh: 0; E-sel inducer: 0.1

Results for O=C(Nc1cccc(Cl)c1)N1C[C@H]2[C@@H](c3ccccc31)[C@H](CO)N2CC1CCOCC1 ?
ERp5 inh: -2; esBAF inh: -3; RAD52 inh: -2; PglD DTNB: -2; RAD54 branch: -23; ARNT TACC3 PPI: 0; CASP6 VEID inh: -4; E-sel inducer: -0.2

Results for Cc1ccc2cccc(Oc3ncnc4scc(-c5ccc(Cl)cc5)c34)c2n1 ?
ERp5 inh: -3; RAD52 inh: -3; ARNT TACC3 PPI: -14; CASP6 VEID inh: 5

How did O=S(=O)(Nc1cc(Cl)cc(Cl)c1)N1CCOCC1 do in these assays?
ERp5 inh: 8; esBAF inh: -2; RAD52 inh: -8; PglD DTNB: -8; RAD54 branch: 2; ARNT TACC3 PPI: -2; CASP6 VEID inh: 5; E-sel inducer: 0.0

Among those listed so far, these contain a furan ring, fused or not.
Results for O=C(COC(=O)/C=C/c1ccc(Cl)cc1Cl)NCc1ccco1 ?
ERp5 inh: -2; RAD52 inh: -5; ARNT TACC3 PPI: 5; CASP6 VEID inh: 8; E-sel inducer: -0.8

What do the screens show for `Cc1ccc(/C=N/NC(=O)CN2CCN(Cc3ccccc3)CC2)o1`?
ERp5 inh: 7; esBAF inh: -1; RAD52 inh: -11; ARNT TACC3 PPI: -1; CASP6 VEID inh: 1; E-sel inducer: 2.4

How did Cc1cc(C(=O)NNC(=O)CCCOc2ccccc2)c(C)o1 do in these assays?
ERp5 inh: -5; esBAF inh: 0; RAD52 inh: 1; PglD DTNB: -6; RAD54 branch: -7; ARNT TACC3 PPI: -1; CASP6 VEID inh: 3; E-sel inducer: 0.2

How did Cc1oc(-c2ccc(Cl)cc2)cc1C(=O)/C(C#N)=C/Nc1ccccc1 do in these assays?
ERp5 inh: 2; RAD52 inh: -31; ARNT TACC3 PPI: 4; CASP6 VEID inh: -2

Results for Cc1cccnc1NC(=O)c1ccc(COc2ccccc2)o1 ?
ERp5 inh: 5; esBAF inh: 1; RAD52 inh: -18; PglD DTNB: 1; RAD54 branch: -2; ARNT TACC3 PPI: -8; CASP6 VEID inh: 0
